Compound activity: PubChem BioAssay, Fisher Drug Discovery Resource Center
NPYLR7 ag – activates Aedes aegypti NPYLR7 receptor. HEK293T NPYLR7/Galpha15, GCaMP6s calcium fluorescence. activation, % at 10 µM. 0.15% of 270,000 active. AID 1259423; in the data active means activation above about 40%;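 further: 0% = vehicle and 100% = reference agonist at the receptor; some compounds past the cut are filed as inactive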
mcGAS inh – mouse cGAS inhibition by luminescence | Q8C6L5 | inhibition, % at 12.5 µM | recombinant cGAS, Kinase-Glo ATP depletion luminescence | 0.15% of 160,000 active;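 further: 0% = negative control wells and 100% = reference inhibitor with no enzyme activity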
hcGAS lum – inhibitors of human cGAS | Q8N884 | recombinant h-cGAS, ATP depletion, Kinase-Glo luminescence | inhibition, % at 12.5 µM | 0.081% of 290,000 active | AID 1259398;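 further: 0% = vehicle reaction and 100% = reaction without DNA for no activity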
Target sequence (Q8N884 whole entry, looked up): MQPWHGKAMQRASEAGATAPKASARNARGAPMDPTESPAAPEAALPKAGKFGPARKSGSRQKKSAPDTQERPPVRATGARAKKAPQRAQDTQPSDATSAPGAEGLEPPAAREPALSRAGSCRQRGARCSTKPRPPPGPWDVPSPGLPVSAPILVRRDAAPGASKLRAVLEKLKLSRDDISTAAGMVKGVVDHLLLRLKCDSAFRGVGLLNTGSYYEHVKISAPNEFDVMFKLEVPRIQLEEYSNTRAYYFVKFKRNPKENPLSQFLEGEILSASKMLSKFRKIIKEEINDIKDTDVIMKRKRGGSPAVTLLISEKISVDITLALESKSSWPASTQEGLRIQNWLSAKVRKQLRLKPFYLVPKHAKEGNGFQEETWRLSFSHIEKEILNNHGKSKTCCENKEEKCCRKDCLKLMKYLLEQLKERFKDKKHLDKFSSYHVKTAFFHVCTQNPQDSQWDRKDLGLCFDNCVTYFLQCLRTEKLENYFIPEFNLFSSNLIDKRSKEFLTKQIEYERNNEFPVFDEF
* marks the source's active call; other numbers are inactive results. Unless noted, no stated cut-off is given here; in the data, active means inhibition above about 40%; inactive means the rest.

CC(=O)N1CCC(CN(C)C(=O)C2CC2c2ccc(Cl)cc2)C1 (stereo unspecified) was read as NPYLR7 ag 0 and hcGAS lum -6.
CC(NC(=O)Cn1nnnc1N)c1ccc2c(c1)CCCC2 (stereo unspecified) was read as NPYLR7 ag 13, mcGAS inh -9 and hcGAS lum -5.
Screening CCCCOc1ccc(C(=O)Nc2ccccc2C2SCC(=O)N2c2cc(C)ccc2OC)cc1 (stereo unspecified) returned NPYLR7 ag 6, mcGAS inh 0 and hcGAS lum 5.
O=C(Nc1ncc(Cc2ccccc2Cl)s1)c1cnccn1 was read as NPYLR7 ag 9 and hcGAS lum -8.
Screening COc1ccc(/C=N\N=C2\CC(c3ccccc3)Cc3n[nH]c(=O)cc32)cc1 (stereo unspecified) returned NPYLR7 ag 7, mcGAS inh -8 and hcGAS lum -3.
`Cc1cc(NC(=O)c2ccco2)n(-c2nc3c(cnn3-c3cccc(C)c3C)c(=O)[nH]2)n1` gave mcGAS inh -9 and hcGAS lum -11.
`CC1CCN(C(=O)c2cc3ccccc3oc2=O)CC1` gave NPYLR7 ag -10, mcGAS inh -4 and hcGAS lum -1.
CCOC(=O)c1nn(-c2ccc(F)cc2)c(=O)cc1OS(=O)(=O)c1ccc(Cl)cc1 was read as NPYLR7 ag -1, mcGAS inh -7 and hcGAS lum -7.
Screening Cc1ccsc1CN(CC(C)C)C(=O)CC1CNCCO1 (stereo unspecified) returned NPYLR7 ag 3, mcGAS inh 3 and hcGAS lum 2.
For CN(Cc1ccccc1OC1CCCC1)CC1(CO)CCOCC1 the results were mcGAS inh -5 and hcGAS lum -10.
`CC(NCC1(c2ccccc2)CCCC1)c1nnc(-c2ccccc2)o1` (stereo unspecified) gave NPYLR7 ag -4 and hcGAS lum -3.
For CCOC(=O)c1c(NC(=O)CCl)sc(C(=O)Nc2ccc(C)cc2C)c1C the results were NPYLR7 ag -4, mcGAS inh -8 and hcGAS lum -8.
Screening O=C(Nc1ccc(Cl)c(C(F)(F)F)c1)N1CCc2c([nH]c3ccccc23)C1c1ccc([N+](=O)[O-])c(Cl)c1 (stereo unspecified) returned NPYLR7 ag -17, mcGAS inh 3 and hcGAS lum -2.
Screening COCCN(Cc1cccc(OS(=O)(=O)C(C)C)c1)C(=O)c1ccccc1Cl returned NPYLR7 ag 3, mcGAS inh -9 and hcGAS lum -4.
CC(=O)NCCn1ccnc1-c1cccc(C(C)N(C)C)c1 (stereo unspecified) was read as NPYLR7 ag 4 and hcGAS lum -2.
For O=C(Cc1nc(-c2cncc(Br)c2)n[nH]1)NCc1ccncc1 the results were NPYLR7 ag -10, mcGAS inh -6 and hcGAS lum 2.
`O=C(O)c1[nH]c2ccc(Cl)cc2c1CCN1C(=O)c2ccccc2C1=O` gave NPYLR7 ag 10, mcGAS inh -5 and hcGAS lum -2.
For CC1(C)C(c2ccccc2)=[N+]([O-])C(C(=O)O)N1O (stereo unspecified) the results were NPYLR7 ag -8 and hcGAS lum 3.
`O=C(c1cc(Br)cc2ccccc12)N1CC(O)C1` gave NPYLR7 ag -1, mcGAS inh 4 and hcGAS lum 1.
Screening Oc1ccc(-c2nccn2-c2ccc(CN3CCCC3)cc2)cc1O returned NPYLR7 ag 0 and hcGAS lum -3.
CCNC(=O)Nc1cccc(C2SCC(=O)N2c2ccccc2F)c1 (stereo unspecified) was read as mcGAS inh -6 and hcGAS lum -9.
`Cc1cc(CS(=O)(=O)c2nncn2C)on1` gave NPYLR7 ag 1 and hcGAS lum -3.
`CN(C)c1ccc(N)cc1CN(Cc1cccc(F)c1)C(=O)C1CC1` gave NPYLR7 ag -5 and hcGAS lum -6.
Screening Cc1cc(NC(=O)CC(C)C)n(-c2nc(-c3ccccc3)cs2)n1 returned NPYLR7 ag -9, mcGAS inh -8 and hcGAS lum -4.
For Cc1ccc(C(O)(CC(=O)OC(C)C(=O)N(C)C)C(F)(F)F)o1 (stereo unspecified) the results were NPYLR7 ag 14 and hcGAS lum -9.
COc1cccc(N2C=Nn3c(nnc3SCC(=O)c3ccc(Cl)cc3)C2)c1 was read as NPYLR7 ag 7 and hcGAS lum -2.
Screening Cc1ccc(-c2nc(-c3nonc3N)no2)cc1 returned NPYLR7 ag 1, mcGAS inh -7 and hcGAS lum -2.
O=C(Nc1ccc(Oc2cccnc2)cc1)C1CCN(Cc2nccs2)CC1 was read as NPYLR7 ag 9 and hcGAS lum -5.
COC(=O)C(=O)N1CCC(Cc2ccc(-n3cccc3)cc2)CC1 was read as NPYLR7 ag 3, mcGAS inh -6 and hcGAS lum -7.
`Cc1cn(CCn2cnc(-c3ccccc3)c2-c2cnc3ccccc3c2)nn1` gave NPYLR7 ag 2 and hcGAS lum -3.
Screening COc1cc2c(cc1OC)C(c1cccc(C(F)(F)F)c1)N(C(=O)c1ccccc1OC)CC2 (stereo unspecified) returned NPYLR7 ag 9, mcGAS inh -3 and hcGAS lum -3.
Screening COc1ccc(-c2nc(OCc3ccc(F)cc3)nn2-c2ccc(NC(=O)c3cccs3)cc2)cc1 returned NPYLR7 ag 10, mcGAS inh -5 and hcGAS lum -10.
CCOC(=O)CCCC(=O)Nc1sc(-c2ccccc2)cc1C(=O)OCC was read as NPYLR7 ag 5, mcGAS inh -5 and hcGAS lum -4.
For Cc1ccc(CCNC(=O)C2CCC(=O)N(Cc3ccc(Cl)cc3)C2)o1 (stereo unspecified) the results were NPYLR7 ag 7 and hcGAS lum -5.
For COc1ccc(OC)c(-c2cc(Cl)c3c(c2)CC(CNC(=O)c2cncs2)O3)c1 (stereo unspecified) the results were NPYLR7 ag 23, mcGAS inh -10 and hcGAS lum -11.
`CCCn1nc(C)c(CNS(=O)(=O)NCc2ccccc2)c1C` gave NPYLR7 ag -1 and hcGAS lum -6.
`CC(=O)NC(C)(c1ccccc1)c1nc(-c2csc3ccccc23)cs1` (stereo unspecified) gave NPYLR7 ag 8 and hcGAS lum -17.
CCCCn1nnnc1NCc1cc(Cl)c(OC)c(OC)c1 was read as NPYLR7 ag 14 and hcGAS lum -4.
COCc1ccc(C(=O)Nc2ncccc2C)cc1 was read as NPYLR7 ag 9, mcGAS inh -6 and hcGAS lum -12.
C#CCN1C(C)=C(C(=O)OC)C(c2cccc([N+](=O)[O-])c2)C(C(=O)OCC)=C1C (stereo unspecified) was read as NPYLR7 ag 6, mcGAS inh -3 and hcGAS lum -7.
CC(C)CN(CC(=O)N(Cc1ccccc1)Cc1cccn1Cc1ccc(F)cc1)S(=O)(=O)c1ccc(Cl)cc1 was read as NPYLR7 ag 2, mcGAS inh -6 and hcGAS lum -4.
For COc1cccc(-c2cc(C(=O)N3CCC(n4c(=O)[nH]c5ccccc54)CC3)n3nc(C(C)(C)C)cc3n2)c1 the results were NPYLR7 ag 20, mcGAS inh -7 and hcGAS lum -3.
`NC(=O)C1CCN(C(=O)c2cccs2)CC1` gave NPYLR7 ag -11 and hcGAS lum 2.
`COc1ccc(N2C(=O)CC(N3CCN(Cc4ccc(Cl)s4)CC3)C2=O)cc1Cl` (stereo unspecified) gave NPYLR7 ag -1 and hcGAS lum 0.
`Clc1ccc(CN2CCN(c3ccc(Br)cn3)CC2)s1` gave NPYLR7 ag 2, mcGAS inh -17 and hcGAS lum -8.
`COc1ccccc1-n1c(CNC(=O)c2cccc([N+](=O)[O-])c2C)nnc1SCC(=O)N1CCc2ccccc21` gave NPYLR7 ag -6 and hcGAS lum -6.
COCCn1c(=O)c2c(nc3n2CC(C)CN3Cc2ccccc2)n(C)c1=O (stereo unspecified) was read as NPYLR7 ag 15 and hcGAS lum -16.
Screening COc1cccc2c(NC(=O)c3ccncc3)c(C(=O)c3ccc(Cl)cc3)oc12 returned NPYLR7 ag -2 and hcGAS lum -10.
O=C(Nc1ccccc1)c1cccn(OCc2ccccc2F)c1=O was read as NPYLR7 ag 2, mcGAS inh -7 and hcGAS lum -2.
CCCC(=O)Nc1cc2c(cc1OC)NC(=O)CC2c1cncn1CC (stereo unspecified) was read as NPYLR7 ag 17 and hcGAS lum 3.
`COCC1(C(=O)NC2CC(=O)N(CCc3ccc(F)cc3)C2)CCC1` (stereo unspecified) gave NPYLR7 ag 7 and hcGAS lum -2.
Screening CC(C)(CNC(=O)c1ccc(Cl)s1)N1CCS(=O)CC1 returned NPYLR7 ag 5 and hcGAS lum -19.
For Nc1cc(-c2ccc(Cl)cc2)nn1-c1ccc(C(=O)N[C@H](CO)Cc2ccccc2)cc1 the results were NPYLR7 ag 3, mcGAS inh -4 and hcGAS lum -5.
Screening CC(=O)Nc1ccc(N=Nc2c(C)[nH]n(-c3nc(-c4ccc(Br)cc4)cs3)c2=O)cc1 returned NPYLR7 ag 8, mcGAS inh -4 and hcGAS lum -3.
Screening CCn1c(C)cc(C(=O)CSc2nnc(C)n2C2CCCCC2)c1C returned NPYLR7 ag 2 and hcGAS lum 1.
`Cc1ccc(CN2CC(C(=O)Nc3nc(C)cs3)CC2=O)cc1` (stereo unspecified) gave NPYLR7 ag 7, mcGAS inh -5 and hcGAS lum -10.
Screening CN(Cc1ccc(-n2cccn2)cc1)Cc1cn[nH]c1-c1ccc(F)cc1F returned NPYLR7 ag 13, mcGAS inh -10 and hcGAS lum -6.
Screening Cc1cc(N2CCN(c3cccc(C(F)(F)F)c3)CC2)nc(SCc2cccc(C(=O)NC3CC3)c2)n1 returned NPYLR7 ag 14, mcGAS inh -4 and hcGAS lum -11.
CCNC(=O)OC1CCN(C(=O)c2ccc(NC(C)=O)cc2)CC(=O)N(C)c2ccccc21 (stereo unspecified) was read as NPYLR7 ag 6, mcGAS inh -7 and hcGAS lum -5.
`COCCSc1nc2c(cnn2CCO)c(=O)[nH]1` gave NPYLR7 ag 5 and hcGAS lum -4.
For CCc1ccc(NC(=O)CSc2nc(=O)n(CCCN(C)C)c3c2CCC3)cc1 the results were NPYLR7 ag -5, mcGAS inh -8 and hcGAS lum -4.
O=C(Cc1csc(Cc2ccc(F)cc2)n1)Nc1ncccc1O was read as NPYLR7 ag -1 and hcGAS lum -7.
For CCOC(=O)c1ccc2c(c1)NC(=O)C(C)N2 (stereo unspecified) the results were NPYLR7 ag 2 and hcGAS lum -8.
Screening CCn1c(CNC2C3CCCC2CN(C2CC2)C3)nc2ccccc21 (stereo unspecified) returned NPYLR7 ag 6, mcGAS inh -8 and hcGAS lum -8.
Screening OCc1cc(-c2ccc(N3CCCC3)nn2)ccc1F returned NPYLR7 ag 5 and hcGAS lum -6.
Screening O=C(NC1(C(F)(F)F)N=C2SCCN2C1=O)c1ccccc1 (stereo unspecified) returned NPYLR7 ag 18 and hcGAS lum -10.
`O=C1O[C@@H]2CN(Cc3cscn3)C[C@@H]2N1CCCN1CCOCC1` gave NPYLR7 ag 3, mcGAS inh 1 and hcGAS lum 1.
Cc1onc(-c2c(Cl)cccc2Cl)c1C(=O)NCc1ccc(F)cc1 was read as NPYLR7 ag -5, mcGAS inh -1 and hcGAS lum -11.
`O=Cc1cccc(-c2nccnc2NCc2cccnc2)c1` gave NPYLR7 ag -1, mcGAS inh 0 and hcGAS lum -4.
Cc1cc(OC(=O)c2cc3ccccc3oc2=O)c([N+](=O)[O-])c(=O)[nH]1 was read as NPYLR7 ag 0, mcGAS inh -2 and hcGAS lum -1.
Screening O=C(NCC(O)c1ccccc1C(F)(F)F)c1ccc2c(c1)OCO2 (stereo unspecified) returned NPYLR7 ag 8 and hcGAS lum -9.
`COc1cccc(-c2cc(C(=O)N3CCN(C(=O)CCl)CC3)c(C)n2-c2ccccc2)c1` gave NPYLR7 ag -9, mcGAS inh -3 and hcGAS lum -14.
Screening Cc1cccc(C)c1OCC(O)Cn1cnc2cc(Cl)ccc2c1=O (stereo unspecified) returned NPYLR7 ag 17 and hcGAS lum -13.
`Cc1oc(-c2ccoc2)nc1CN1CCC(Oc2ccccc2F)CC1` gave NPYLR7 ag 22, mcGAS inh -9 and hcGAS lum -7.

Structural class, the compounds so far with an NH in an aromatic ring.
Screening COc1ccc(/C=N\N=C2\CC(c3ccccc3)Cc3n[nH]c(=O)cc32)cc1 (stereo unspecified) returned NPYLR7 ag 7, mcGAS inh -8 and hcGAS lum -3.
`Cc1cc(NC(=O)c2ccco2)n(-c2nc3c(cnn3-c3cccc(C)c3C)c(=O)[nH]2)n1` gave mcGAS inh -9 and hcGAS lum -11.
Screening O=C(Nc1ccc(Cl)c(C(F)(F)F)c1)N1CCc2c([nH]c3ccccc23)C1c1ccc([N+](=O)[O-])c(Cl)c1 (stereo unspecified) returned NPYLR7 ag -17, mcGAS inh 3 and hcGAS lum -2.
For O=C(Cc1nc(-c2cncc(Br)c2)n[nH]1)NCc1ccncc1 the results were NPYLR7 ag -10, mcGAS inh -6 and hcGAS lum 2.
`O=C(O)c1[nH]c2ccc(Cl)cc2c1CCN1C(=O)c2ccccc2C1=O` gave NPYLR7 ag 10, mcGAS inh -5 and hcGAS lum -2.
For COc1cccc(-c2cc(C(=O)N3CCC(n4c(=O)[nH]c5ccccc54)CC3)n3nc(C(C)(C)C)cc3n2)c1 the results were NPYLR7 ag 20, mcGAS inh -7 and hcGAS lum -3.
Screening CC(=O)Nc1ccc(N=Nc2c(C)[nH]n(-c3nc(-c4ccc(Br)cc4)cs3)c2=O)cc1 returned NPYLR7 ag 8, mcGAS inh -4 and hcGAS lum -3.
Screening CN(Cc1ccc(-n2cccn2)cc1)Cc1cn[nH]c1-c1ccc(F)cc1F returned NPYLR7 ag 13, mcGAS inh -10 and hcGAS lum -6.
`COCCSc1nc2c(cnn2CCO)c(=O)[nH]1` gave NPYLR7 ag 5 and hcGAS lum -4.
Cc1cc(OC(=O)c2cc3ccccc3oc2=O)c([N+](=O)[O-])c(=O)[nH]1 was read as NPYLR7 ag 0, mcGAS inh -2 and hcGAS lum -1.
